Compound activity deposited in PubChem BioAssay by several laboratories.
MC4R antagonist – blocks human MC4R cAMP signaling; MC4R-expressing cells, MTII-stimulated cAMP, LANCE TR-FRET; AID 540295; P32245; inhibition, % at 6.5 µM; hit rate 0.48% among 360,000;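 active means inhibition above its plate's cutoff, the mean of tested wells on that plate plus 3 SD, cut at about 29% in these data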;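 further: 0% = Melanotan II alone and 100% = Melanotan II plus saturating MCL0020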
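Assay system: U2OS cells stably expressing human melanocortin 4 receptor (MC4R) / Dosing: 6.5 µM / Timing: compound 30 min, challenge 1 h, detection 1 h / Measured by: Eu-cAMP/anti-cAMP TR-FRET, emission 671 nm / Replicates: singlicate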
PDI inh – PDI (human) enzyme inhibition; P07237; inhibition, % at 10 µM; hit rate 0.052% among 350,000; PDI insulin aggregation turbidity, A650, 90 min;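 active means mean inhibition across replicates of 30% or more, whatever share of single replicates reach that level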;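 further: absorbance from insulin aggregation driven by PDI reduction with DTT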
Target sequence (P07237 whole entry, looked up): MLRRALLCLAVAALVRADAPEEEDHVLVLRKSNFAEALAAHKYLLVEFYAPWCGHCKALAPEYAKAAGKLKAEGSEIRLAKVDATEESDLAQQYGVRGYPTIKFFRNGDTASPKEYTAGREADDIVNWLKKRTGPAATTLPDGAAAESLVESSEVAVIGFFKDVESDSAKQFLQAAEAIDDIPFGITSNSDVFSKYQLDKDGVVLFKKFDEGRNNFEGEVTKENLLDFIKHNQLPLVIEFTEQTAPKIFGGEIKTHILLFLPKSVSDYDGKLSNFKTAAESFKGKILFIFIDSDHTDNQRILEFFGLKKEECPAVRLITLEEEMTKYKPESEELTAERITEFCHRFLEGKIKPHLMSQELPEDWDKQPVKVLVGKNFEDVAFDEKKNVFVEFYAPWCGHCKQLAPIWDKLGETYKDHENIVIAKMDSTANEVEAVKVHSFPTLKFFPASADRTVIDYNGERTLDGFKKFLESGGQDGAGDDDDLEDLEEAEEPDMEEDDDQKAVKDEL
ABHD5 PLIN5 PPI – blocks binding of human ABHD5 to perilipin-5; inhibition, % at 4 µM; Q00G26+Q8WTS1; Split G. princeps luciferase complementation, luminescence, 4 h; AID 602281; hit rate 0.78% among 360,000;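 active means inhibition above the mean inhibition across every tested compound plus 3 SD, cut at about 22% in these data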;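 further: 0% = DMSO only wells and the 100% control is not disclosed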
Granule exo inh – blocks lytic granule exocytosis | TALL-104 LAMP-1 surface exposure, flow cytometry; cells stimulated with thapsigargin and PMA | inhibition, % at 10 µM | hit rate 0.66% among 360,000;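 active means inhibition above about 55%, limit read from the data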
MC4R ag barr – activates human MC4R beta-arrestin recruitment | P32245 | U2OS MC4R beta-arrestin complementation, luminescence; percent of melanotan II response, DMSO zero | activation, % at 8.9 µM | hit rate 0.98% among 360,000 | AID 540308;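 active means activation above a per-plate cutoff, the mean activation of sample wells on that plate plus 3 SD, cut at about 8% in these data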
H9c2 protect – protects H9c2 cardiomyocytes from peroxide injury; H2O2 injury protection, ATPLite, 2 h; hit rate 0.63% among 360,000; AID 588492; protection from H2O2 cell death, % at 20 µM;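 active means compounds giving at least 50% protection of heart cells from peroxide-induced death in the single-dose screen, raw or plate-pattern-corrected value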;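 further: 0% = DMSO wells with peroxide and 100% = DMSO wells without peroxide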
ABCB6 inh MLPCN – human ABCB6 transporter inhibition. Q9NP58. K562-ABCB6 porphyrin accumulation, flow cytometry, 1 h; stronger effect = lower value. fluorescence ratio to DMSO, % at 10 µM. hit rate 0.19% among 360,000. AID 602162;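 active means fluorescence ratio to DMSO below 75%, the collection mean minus 3 SD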;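 further: signal is porphyrin accumulated inside mitochondria; 100% equals median channel fluorescence of DMSO control wells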
HTR2A ag – activates the mouse 5-HT2A serotonin receptor | activation, % at 7.6 µM | AID 624169 | hit rate 0.66% among 360,000 | CHO-K1 mHTR2A beta-arrestin complementation, luminescence; percent of 30 µM serotonin response | P35363;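 active means activation above a run cutoff, the mean activation of all tested compounds plus 3 SD, cut at about 14% in these data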;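 further: 0% = plate median of compound wells and 100% = 30 µM serotonin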
Target sequence (P35363 whole entry, looked up): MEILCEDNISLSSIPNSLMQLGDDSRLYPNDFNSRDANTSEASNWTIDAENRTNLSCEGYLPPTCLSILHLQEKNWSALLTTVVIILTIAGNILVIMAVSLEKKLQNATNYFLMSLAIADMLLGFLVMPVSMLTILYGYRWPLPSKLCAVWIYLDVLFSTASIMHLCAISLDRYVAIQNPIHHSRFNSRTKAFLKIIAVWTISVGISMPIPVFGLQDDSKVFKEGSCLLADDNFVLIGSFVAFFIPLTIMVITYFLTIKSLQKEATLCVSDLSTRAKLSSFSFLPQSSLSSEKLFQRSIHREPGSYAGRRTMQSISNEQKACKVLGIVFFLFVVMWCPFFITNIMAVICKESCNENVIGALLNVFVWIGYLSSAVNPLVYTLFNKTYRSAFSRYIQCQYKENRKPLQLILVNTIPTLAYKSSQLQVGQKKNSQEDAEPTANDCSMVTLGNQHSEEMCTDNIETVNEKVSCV
Glyco luc inh – blocks N-linked glycosylation in D54 reporter cells | D54 ERlucT glycosylation luciferase reporter, 24 h; percent of 100 nM tunicamycin response | hit rate 0.23% among 360,000 | reporter increase, % at 12.5 µM;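 active means mean luciferase reporter signal, scaled so untreated is 0 and the glycosylation-blocking control 100, at or above a set limit in every replicate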;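 further: luciferase carries N-glycosylation sites so blocking glycosylation raises the light; 0% = median of neutral control wells and 100% = median of 100 nM tunicamycin wells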
CaV13 ICDI inh – Primary screen for inhibitors of IQ motif and Ca2+-dependent inactivation inhibitor domain binding in CACNA1D, Förster resonance energy transfer in living cells, … | inhibition, % at 12.3 µM | HEK cells, CFP/YFP FRET ICDI-IQ, plate reader, 10 min; percent FRET-ratio fall versus neutral wells | hit rate 0.098% among 340,000;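 active means mean replicate inhibition of at least 30% and at least 1% of replicates passing that level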;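 further: 0% = median of the neutral control wells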
Starred values were filed as active, the others as inactive.

`CC(C)CCN1C(=O)c2ccc(C(=O)OCC(=O)N(C)C3CCS(=O)(=O)C3)cc2C1=O` (stereo unspecified) gave MC4R antagonist 14, PDI inh -11, ABHD5 PLIN5 PPI 2, Granule exo inh -1, MC4R ag barr -2.3, H9c2 protect -2, ABCB6 inh MLPCN 98, HTR2A ag -7, Glyco luc inh -1 and CaV13 ICDI inh -5.
COc1ccc2[nH]c3c(c2c1)CCN1C(=O)C(CC(=O)NC/C=C(\C)CCC=C(C)C)C[C@H](C(=O)N(C(C)C)C(C)C)[C@@]31C (stereo partly specified) was read as MC4R antagonist 2, PDI inh -5, ABHD5 PLIN5 PPI 8, Granule exo inh 35, MC4R ag barr -0.2, H9c2 protect -24, ABCB6 inh MLPCN 98, HTR2A ag 0, Glyco luc inh -4 and CaV13 ICDI inh -7.
`O=C(Nc1ccc(CN2CCOCC2)cc1)c1cccc(-c2cc3ccccc3oc2=O)c1` gave MC4R antagonist 1, PDI inh -1, ABHD5 PLIN5 PPI 2, Granule exo inh 2, MC4R ag barr 5.3, H9c2 protect 6, ABCB6 inh MLPCN 96, HTR2A ag -7, Glyco luc inh -3 and CaV13 ICDI inh -4.
`CCOC(=O)c1c(C)[nH]c(C(C)=NNC(=O)Cn2nc(C)cc2C)c1C` gave MC4R antagonist 6, PDI inh -5, ABHD5 PLIN5 PPI -5, Granule exo inh -8, MC4R ag barr -4.8, H9c2 protect -2, ABCB6 inh MLPCN 100, HTR2A ag -4, Glyco luc inh 2 and CaV13 ICDI inh -2.
Screening COc1ccc(NS(=O)(=O)c2ccc(C)c(C(=O)NC3CCN(Cc4ccccc4)CC3)c2)cc1 returned MC4R antagonist 2, PDI inh -6, ABHD5 PLIN5 PPI -8, Granule exo inh -13, MC4R ag barr -1.7, H9c2 protect -4, ABCB6 inh MLPCN 101, HTR2A ag -1, Glyco luc inh -5 and CaV13 ICDI inh -3.
Screening S=C(NCCC1=CCCCC1)Nc1ccc(Cl)cc1 returned MC4R antagonist 10, PDI inh 4, ABHD5 PLIN5 PPI -7, Granule exo inh -4, MC4R ag barr 2.2, H9c2 protect -15, ABCB6 inh MLPCN 109, HTR2A ag 0, Glyco luc inh -2 and CaV13 ICDI inh -3.
For COc1ccc(/C=C/C(=O)Nc2cccnc2)cc1OC the results were MC4R antagonist -3, PDI inh -19, ABHD5 PLIN5 PPI -1, Granule exo inh 1, MC4R ag barr -1.0, H9c2 protect 23, ABCB6 inh MLPCN 93, HTR2A ag 4, Glyco luc inh 1 and CaV13 ICDI inh -3.
Screening Cn1nnnc1SCC(=O)Nc1ccccc1C(=O)NC1CC1 returned MC4R antagonist 13, PDI inh 1, ABHD5 PLIN5 PPI 3, Granule exo inh -1, MC4R ag barr -2.6, H9c2 protect 4, ABCB6 inh MLPCN 102, HTR2A ag 1, Glyco luc inh 3 and CaV13 ICDI inh -6.
For COc1ccc(C2=NN(C(=O)CSc3ncccn3)C(c3ccc(C)cc3)C2)cc1 (stereo unspecified) the results were MC4R antagonist 11, PDI inh -1, ABHD5 PLIN5 PPI 1, Granule exo inh 11, MC4R ag barr -1.5, H9c2 protect -3, ABCB6 inh MLPCN 106, HTR2A ag -2, Glyco luc inh -2 and CaV13 ICDI inh -2.
For O=C(COC(=O)c1nc(Cl)ccc1Cl)NC1CCCCC1 the results were MC4R antagonist 6, PDI inh -10, ABHD5 PLIN5 PPI 9, Granule exo inh -2, MC4R ag barr -0.4, H9c2 protect 4, ABCB6 inh MLPCN 102, HTR2A ag 7, Glyco luc inh 1 and CaV13 ICDI inh -2.
`CCCNc1nc(C)c(C(C)=O)cc1C#N` gave MC4R antagonist -7, PDI inh 0, ABHD5 PLIN5 PPI -3, Granule exo inh 1, MC4R ag barr -1.6, H9c2 protect 2, ABCB6 inh MLPCN 98, HTR2A ag 6 and Glyco luc inh 0.
For O=C(NC(=S)Nc1ccc(S(=O)(=O)N2CCCC2)cc1)C1CCC1 the results were MC4R antagonist 19, PDI inh -6, ABHD5 PLIN5 PPI -5, Granule exo inh -6, MC4R ag barr -1.3, H9c2 protect -2, ABCB6 inh MLPCN 102, HTR2A ag 8, Glyco luc inh -3 and CaV13 ICDI inh -5.
`CCOC(=O)c1sc(NCc2ccco2)c(-c2nc3ccccc3s2)c1N` gave MC4R antagonist 20, PDI inh -4, ABHD5 PLIN5 PPI 0, Granule exo inh 4, MC4R ag barr 0.6, H9c2 protect -4, ABCB6 inh MLPCN 132, HTR2A ag 4, Glyco luc inh 3 and CaV13 ICDI inh -4.
Nc1ccc(S(=O)(=O)Nc2nccs2)cc1N=Nc1ccccc1[N+](=O)[O-] was read as MC4R antagonist 8, PDI inh 0, ABHD5 PLIN5 PPI 6, Granule exo inh -4, MC4R ag barr -1.2, H9c2 protect 34, ABCB6 inh MLPCN 94, HTR2A ag -7, Glyco luc inh -2 and CaV13 ICDI inh -6.
For CCN(CC)S(=O)(=O)c1ccc(OC)c(NC(=O)CSCc2c(C)noc2C)c1 the results were MC4R antagonist 13, PDI inh 7, ABHD5 PLIN5 PPI 7, Granule exo inh 18, MC4R ag barr -3.8, H9c2 protect 2, ABCB6 inh MLPCN 99, HTR2A ag 1, Glyco luc inh -2 and CaV13 ICDI inh -6.
`COc1ccccc1Cc1c(-c2ccc(OC)c(OC)c2)nc2ccc(C)cn12` gave ABHD5 PLIN5 PPI 3, Granule exo inh 9, H9c2 protect 3, ABCB6 inh MLPCN 88, HTR2A ag -3, Glyco luc inh 3 and CaV13 ICDI inh -9.
Screening Cc1coc2c(C)c3oc(=O)c(CCC(=O)NCCCN4CCOCC4)c(C)c3cc12 returned MC4R antagonist 15, ABHD5 PLIN5 PPI -5, Granule exo inh 0, MC4R ag barr -0.9, H9c2 protect 0, ABCB6 inh MLPCN 99, HTR2A ag -9 and Glyco luc inh -1.
`COc1ccccc1-c1ccc2nnc(SC)n2n1` gave MC4R antagonist -3, PDI inh -4, ABHD5 PLIN5 PPI 5, Granule exo inh -1, MC4R ag barr -1.2, H9c2 protect 9, ABCB6 inh MLPCN 99, HTR2A ag 1, Glyco luc inh 5 and CaV13 ICDI inh -3.
COCCn1c(SCC(=O)Nc2nnc(C)s2)nnc1-c1ccco1 was read as MC4R antagonist -3, PDI inh 8, ABHD5 PLIN5 PPI 7, Granule exo inh -2, MC4R ag barr -2.5, H9c2 protect -4, ABCB6 inh MLPCN 90, HTR2A ag 0, Glyco luc inh 2 and CaV13 ICDI inh -6.
CCOCCn1c(C(C)O)nc2ccccc21 (stereo unspecified) was read as MC4R antagonist 17, PDI inh 6, ABHD5 PLIN5 PPI 4, Granule exo inh -3, MC4R ag barr -0.6, H9c2 protect -2, ABCB6 inh MLPCN 99, HTR2A ag 0, Glyco luc inh 0 and CaV13 ICDI inh -5.
`CC1CCCCN1S(=O)(=O)c1ccc(C(=O)Nc2nnc(-c3ccccc3Cl)o2)cc1` (stereo unspecified) gave MC4R antagonist 15, PDI inh -1, ABHD5 PLIN5 PPI 1, Granule exo inh 6, MC4R ag barr 0.5, H9c2 protect 31, ABCB6 inh MLPCN 100, HTR2A ag 0 and Glyco luc inh 1.
Screening Cc1ccc(S(=O)(=O)N2CCCC2C(=O)NCCc2nc3ccccc3[nH]2)cc1 (stereo unspecified) returned MC4R antagonist -2, PDI inh -3, ABHD5 PLIN5 PPI 6, Granule exo inh 0, MC4R ag barr 1.7, H9c2 protect -8, ABCB6 inh MLPCN 93, HTR2A ag 0 and Glyco luc inh -1.
`O=C(N[C@@H](Cc1ccccc1)C(=O)NC1CC1)c1ccc(Cl)cc1` gave MC4R antagonist -1, PDI inh -7, ABHD5 PLIN5 PPI -3, Granule exo inh -1, MC4R ag barr 2.0, H9c2 protect -2, ABCB6 inh MLPCN 104, HTR2A ag 0, Glyco luc inh -1 and CaV13 ICDI inh -2.
Screening CC1CN(c2ccc([N+](=O)[O-])cn2)CC(C)O1 (stereo unspecified) returned MC4R antagonist 25, PDI inh 5, ABHD5 PLIN5 PPI -7, Granule exo inh -11, MC4R ag barr 1.8, H9c2 protect 2, ABCB6 inh MLPCN 95, HTR2A ag 0, Glyco luc inh 0 and CaV13 ICDI inh 9.
For COc1cc(NC(=O)CSc2nc(C)c(C)c(C)n2)cc(OC)c1 the results were MC4R antagonist 6, PDI inh 1, ABHD5 PLIN5 PPI 3, Granule exo inh 2, MC4R ag barr -0.8, H9c2 protect -3, ABCB6 inh MLPCN 98, HTR2A ag 4, Glyco luc inh -2 and CaV13 ICDI inh 3.
Screening CC(=O)Nc1ccc(CN2C(=O)C(C)(C)ON=C2c2ccc(NC(C)=O)cc2)cc1 returned MC4R antagonist 9, PDI inh 3, ABHD5 PLIN5 PPI -3, Granule exo inh -6, MC4R ag barr 0.0, H9c2 protect 4, ABCB6 inh MLPCN 100, HTR2A ag -2, Glyco luc inh 2 and CaV13 ICDI inh 12.
For Cc1ccc(NC(=O)C2CCC(CNc3c(N4CCC(C)CC4)c(=O)c3=O)CC2)cc1F (stereo unspecified) the results were MC4R antagonist 13, PDI inh -1, ABHD5 PLIN5 PPI -2, Granule exo inh -2, MC4R ag barr -2.7, H9c2 protect -4, ABCB6 inh MLPCN 94, HTR2A ag 7, Glyco luc inh -1 and CaV13 ICDI inh -3.
Screening COc1ccc(S(=O)(=O)NCc2ccco2)cc1C(=O)N1CCOCC1 returned MC4R antagonist 1, PDI inh 4, ABHD5 PLIN5 PPI 7, Granule exo inh 0, MC4R ag barr -0.4, H9c2 protect 3, ABCB6 inh MLPCN 94, HTR2A ag -5, Glyco luc inh 3 and CaV13 ICDI inh -2.
`COc1ccc(N(C)C(=O)CC2(CC(=O)O)CCCCC2)cc1` gave MC4R antagonist 0, PDI inh 1, ABHD5 PLIN5 PPI -9, Granule exo inh 4, MC4R ag barr -1.1, H9c2 protect 3, ABCB6 inh MLPCN 105, HTR2A ag -6 and Glyco luc inh 3.
O=C(c1cccc(S(=O)(=O)Nc2ccc(Br)cc2)c1)N1CCC1 was read as MC4R antagonist -1, PDI inh 6, ABHD5 PLIN5 PPI -6, Granule exo inh -4, MC4R ag barr -0.9, H9c2 protect -3, ABCB6 inh MLPCN 96, HTR2A ag 1, Glyco luc inh 0 and CaV13 ICDI inh -5.
`COc1cccc(C(=O)Nc2ccc(NC(C)=O)cc2)c1` gave MC4R antagonist -7, PDI inh 0, ABHD5 PLIN5 PPI 2, Granule exo inh -1, MC4R ag barr -2.4, H9c2 protect -1, ABCB6 inh MLPCN 89, HTR2A ag 0, Glyco luc inh 3 and CaV13 ICDI inh -4.

Pulled one by one from the entries so far:
COCCn1c(SCC(=O)Nc2nnc(C)s2)nnc1-c1ccco1 was read as MC4R antagonist -3, PDI inh 8, ABHD5 PLIN5 PPI 7, Granule exo inh -2, MC4R ag barr -2.5, H9c2 protect -4, ABCB6 inh MLPCN 90, HTR2A ag 0, Glyco luc inh 2 and CaV13 ICDI inh -6.
Screening CC(=O)Nc1ccc(CN2C(=O)C(C)(C)ON=C2c2ccc(NC(C)=O)cc2)cc1 returned MC4R antagonist 9, PDI inh 3, ABHD5 PLIN5 PPI -3, Granule exo inh -6, MC4R ag barr 0.0, H9c2 protect 4, ABCB6 inh MLPCN 100, HTR2A ag -2, Glyco luc inh 2 and CaV13 ICDI inh 12.
